TIM10 inh = growth inhibitors of isogenic TIM10 control yeast, primary screen, counter-screen for tim10-1 yeast inhibitor project, luminescence, uHTS; S. cerevisiae TIM10 strain growth, BacTiter-Glo luminescence, 24 h; inhibition, % at 10 µM; actives 1.4% (n = 330,000); AID 463195, 2010;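 active = inhibition of 40% or more at the single tested concentration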;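 also: wild-type TIM10 isogenic control strain grown at permissive 25 °C; 0% = DMSO yeast wells and 100% = minimal medium wells without yeast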
APOBEC3A inh = APOBEC3A ssDNA deaminase inhibitors, primary screen, selectivity assay for APOBEC3G inhibitor project, biochemical, FAM/TAMRA oligo cleavage fluorescence; inhibition, % at 20 µM; recombinant A3A, FAM/TAMRA ssDNA deamination fluorescence; actives 0.41% (n = 330,000); AID 493011, 2011; DNA dC->dU-editing enzyme APOBEC-3A (Homo sapiens), P31941;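 active = at least 40% inhibition at 20 µM here, with at most 30% in a related deaminase screen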;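 also: plate controls were A3A with DMSO for no effect and wells lacking A3A enzyme for full effect; some results filed as inactive read as strong as hits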
Target sequence (P31941 whole entry, looked up): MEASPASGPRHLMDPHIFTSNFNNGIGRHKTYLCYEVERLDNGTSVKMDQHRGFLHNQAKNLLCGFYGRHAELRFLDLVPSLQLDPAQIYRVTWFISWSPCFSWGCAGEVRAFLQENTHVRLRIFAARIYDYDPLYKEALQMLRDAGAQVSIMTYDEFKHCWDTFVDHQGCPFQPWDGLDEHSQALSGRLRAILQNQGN
MIN6 prolif = inducers of MIN6 beta-cell proliferation, primary screen, ATP luminescence, uHTS; MIN6 cells proliferation, ATPlite luminescence, 48 h; cells starved in 0.2% serum; 100% = growth in 10% serum; proliferation, % at 10 µM; actives 0.29% (n = 330,000);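 active = compounds whose signal lies at least 3.5 SD above the mean of all wells on their plate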;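 also: 0% = DMSO-treated cells in low-serum medium and 100% = 10% serum control; some compounds called inactive have numbers as strong as hits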
mIAP activ = activators of mouse IAP, primary screen, biochemical, luminescence, uHTS; AID 2805, 2010; muIAP, CDP-Star luminescence, 30 min; active compounds read high; 1 = vehicle-only enzyme signal, 0 = enzyme-free wells; actives 0.24% (n = 330,000); activation factor at 10 µM; intestinal alkaline phosphatase [Mus musculus];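 active = activation factor of at least 2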; also: the source names both 10 and 20 µM as test concentration; values of inactives mirror those of a sister screen read the other way
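Assay system: mouse IAP enzyme / Compound: DMSO-dissolved test compounds / Timing: 30 min, room temperature / Measured by: luminescence from enzymatic CDP-Star hydrolysis / Control set: DMSO-only wells, enzyme-free buffer wells as negative control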
APOBEC3G inh = APOBEC3G DNA deaminase inhibitors, primary screen, biochemical, fluorescence, single-stranded DNA substrate, uHTS | actives 0.28% (n = 330,000) | inhibition, % at 20 µM | recombinant A3G, ssDNA deamination FAM/TAMRA fluorescence | AID 493012, 2011;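 active = inhibition of at least 40% at 20 µM, with no more than 30% in the related APOBEC3A deaminase screen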;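 also: plate controls were DMSO wells with A3G for no effect and wells lacking A3G enzyme for full effect; some compounds called inactive have numbers as strong as hits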
Target sequence (Q9HC16 whole entry, looked up): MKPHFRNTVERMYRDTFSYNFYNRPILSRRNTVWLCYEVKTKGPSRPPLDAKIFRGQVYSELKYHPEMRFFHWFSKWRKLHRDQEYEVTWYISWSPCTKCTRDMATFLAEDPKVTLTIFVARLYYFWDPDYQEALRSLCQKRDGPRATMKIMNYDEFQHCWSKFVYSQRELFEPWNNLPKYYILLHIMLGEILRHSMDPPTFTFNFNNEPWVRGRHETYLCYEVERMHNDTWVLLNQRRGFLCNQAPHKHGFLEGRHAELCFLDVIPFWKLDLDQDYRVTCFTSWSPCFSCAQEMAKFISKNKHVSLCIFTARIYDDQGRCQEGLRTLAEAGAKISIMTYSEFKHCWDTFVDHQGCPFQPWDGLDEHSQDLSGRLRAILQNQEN
mIAP block = inhibitors of mouse IAP, primary screen, biochemical, luminescence, uHTS. purified mouse IAP, CDP-Star luminescence, 30 min. inhibition, % at 10 µM. actives 0.2% (n = 330,000). AID 2806, 2010;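 active = inhibition of at least 40% at 10 µM in the primary screen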;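 also: plate controls were DMSO with enzyme for no effect and no enzyme wells for full effect; values of inactives mirror those of a sister screen read the other way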
hIAP inh = human IAP inhibitors, primary screen, biochemical, luminescence, uHTS; Intestinal-type alkaline phosphatase (Homo sapiens), P09923; purified IAP, CDP-Star luminescence, 30 min; inhibition, % at 10 µM; actives 0.12% (n = 330,000); AID 2544, 2010;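 active = inhibition reaching a set limit with compound at 10 µM in the primary screen, cut at about 35% in these data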;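 also: plate controls were DMSO wells with enzyme for no effect and no-enzyme buffer wells for full effect; values of inactives mirror those of a sister screen read the other way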
Target sequence (P09923 whole entry, looked up): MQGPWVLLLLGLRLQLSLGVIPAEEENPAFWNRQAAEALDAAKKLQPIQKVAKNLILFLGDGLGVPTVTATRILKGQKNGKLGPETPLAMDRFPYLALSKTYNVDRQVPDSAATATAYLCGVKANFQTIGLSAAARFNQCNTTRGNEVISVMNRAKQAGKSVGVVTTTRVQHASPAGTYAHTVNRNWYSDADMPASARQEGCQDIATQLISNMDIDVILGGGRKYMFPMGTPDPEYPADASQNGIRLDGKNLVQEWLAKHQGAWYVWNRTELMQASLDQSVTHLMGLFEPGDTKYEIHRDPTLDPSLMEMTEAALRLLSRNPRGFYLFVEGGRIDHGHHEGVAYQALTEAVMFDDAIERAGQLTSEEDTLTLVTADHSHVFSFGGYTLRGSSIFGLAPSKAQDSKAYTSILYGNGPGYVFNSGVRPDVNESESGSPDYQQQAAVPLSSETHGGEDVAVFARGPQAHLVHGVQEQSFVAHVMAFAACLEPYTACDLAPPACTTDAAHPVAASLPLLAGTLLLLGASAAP
NLRP3 yeast inh = NALP3 inflammasome inhibitors in reconstituted yeast, primary screen, luminescence, uHTS | inhibition, % at 10 µM | Yeast reconstituted NLRP3/ASC/caspase-1, beta-gal luminescence, 24 h | actives 0.39% (n = 330,000);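 active = inhibition of 50% or more; inactive = inhibition below 50%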;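 also: plate controls were induced DMSO wells for no effect and uninduced yeast grown without galactose for full effect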
tim10-1 inh = growth inhibitors of tim10-1 mutant yeast, primary screen, luminescence, uHTS. actives 2.2% (n = 330,000). inhibition, % at 20 µM. S. cerevisiae tim10-1 ts strain growth, BacTiter-Glo, 24 h;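 active = inhibition of at least 40%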;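 also: mutant grown at 25 °C; 0% = DMSO wells with yeast and 100% = wells holding no yeast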
* marks the source's active call; other numbers are inactive results.

SMILES	TIM10 inh	APOBEC3A inh	MIN6 prolif	mIAP activ	APOBEC3G inh	mIAP block	hIAP inh	NLRP3 yeast inh	tim10-1 inh
O=C(CSc1nc2ccccc2s1)Nc1ccc(C(=O)O)cc1	-17	5	-3	0.97	-3	3	-4	4	2
CCOc1ccc(-c2csc(NC(=O)C3CCCO3)n2)cc1 (stereo not given)	10	0	1	0.97	-4	3	2	27	18
NC(=O)c1ccc(C(F)(F)F)n(Cc2ccc(F)c(F)c2)c1=O	5	1	-1	0.97	-4	3	17	6	19
O=C(O)COn1c(-c2ccccc2)nc2ccc(Cl)cc21	2	0	-4	1	-5	-1	12	2	-4
Cc1ccc(NS(=O)(=O)c2c(C(=O)N3CCCCCC3)c(C)n(C)c2C)c(C)c1	9	1	-1	1.1	5	-6	-24	-6	19
CN(C)c1ccc(C(=O)Nc2cc(C(F)(F)F)ccc2-n2cncn2)cc1	28	-1	-1	1.1	-5	-10	5	9	8
O=[N+]([O-])c1cccc(-c2nc3ccccc3s/c2=N/O)c1	57*	-8	-5	0.94	-7	6	-22	4	71*
CC(=O)Nc1ccc(C(=O)OCC(=O)NC2CCCCCCC2)cc1	6	12	1	1.1	1	-5	-19	8	1
Cc1cccc(NC(=S)N2CCCCC2c2cccnc2)c1C (stereo not given)	-12	-7	-2	0.96	-5	4	-2	-1	14
O=C(Cn1cnc2c(nnn2-c2ccc(F)cc2)c1=O)N1CCCc2ccccc21	-4	4	-1	1	3	-2	-4	16	16
COc1cccc(C(C(=O)NCC2CCCO2)N(CC2CCCO2)C(=O)CN2C(=O)c3ccccc3S2(=O)=O)c1 (stereo not given)	15	1	0	0.92	-2	8	3	14	10
O=C(NCC(c1cccnc1)N1CCOCC1)c1ccco1 (stereo not given)	6	-1	0	1.1	-4	-5	19	0	8
CCOC(=O)N1CCN(C(=O)CCc2ccc(S(=O)(=O)NC(C)(C)C)cc2)CC1	3	-6	0	1	6	-2	10	10	2
O=C(N[C@@H](Cc1ccccc1)C(=O)OCc1ccccc1)c1nc[nH]c1C(=O)N[C@@H](Cc1ccccc1)C(=O)OCc1ccccc1	17	-5	-6	0.91	-6	9	-44	15	-4
COc1ccc(OCCn2c(N)nc3ccccc32)cc1	-8	-7	-1	1	-7	-1	2	11	10
c1ccc(OCc2nc3ccccc3s2)cc1	-7	-1	-5	0.96	-2	4	3	36	16
COc1ccc(C(NC(=O)CNC(C)=O)C(=O)Nc2ccc3c(c2)OCCO3)cc1 (stereo not given)	0	-5	1	0.94	-9	6	11	13	1
CCCCNC(=O)c1c(O)c2cccc3c2n(c1=O)CCC3	-6	-1	-3	0.91	-5	9	-3	4	-23
Cc1c(CC(=O)O)c(=O)oc2c(C)c(OCc3ccc(F)cc3Cl)ccc12	2	-3	-3	0.98	-9	2	3	-4	-10
Cc1ccc(-c2ccc(/C=N/NC(=O)Cc3nnc(N)s3)o2)cc1Cl	20	1	-3	0.81	-5	19	-20	8	-7
CCOc1cc2[nH]c(=O)n(CCCCC(=O)NC3CCCCCC3)c(=O)c2cc1OCC	1	1	1	0.98	-3	2	5	-13	9
Cc1c(C(=O)NCc2ccc3c(c2)OCO3)oc2ccc(S(=O)(=O)N3CCC(C)CC3)cc12	17	2	-2	0.91	-1	9	-18	2	25
O=C(CCC(=O)NNC(=S)Nc1ccccc1)NCc1ccccc1	5	0	-1	0.91	-7	9	-47	9	6
c1cc2c(cc1-c1[nH]ncc1CN1CC3C[C@@H]4CC1C[C@H](C3)C4)OCO2	2	-3	4	0.99	-11	1	-11	9	-21
Cc1cc(-n2c(SCC(=O)NCCC3=CCCCC3)nc3n[nH]c(C)c3c2=N)ccc1Cl	-3	-6	-4	1.2	-6	-21	-106	5	13

Next section
SMILES	TIM10 inh	APOBEC3A inh	MIN6 prolif	mIAP activ	APOBEC3G inh	mIAP block	hIAP inh	NLRP3 yeast inh	tim10-1 inh
O=C(CCS(=O)(=O)c1cccc2nsnc12)N1CC(=O)N(CCc2ccccc2)C(=O)C1	-4	-3	-2	1.1	-2	-12	-7	13	10
Cc1ccccc1NC(=O)NC1(C(=O)N2CCC(C(N)=O)CC2)CCCCC1	-4	-1	-3	0.88	-6	12	-6	17	-1
COc1cc2c(cc1O)CCN(C(=O)CSc1nncn1C)[C@@H]2C	3	-2	3	0.96	-11	4	13	-6	-4
COc1ccc(Oc2cc(C)nc(Cl)n2)nn1	16	1	-2	0.87	-5	13	10	23	9
O=C(Nc1cccc(F)c1)N1CCN(C/C=C/c2ccccc2)CC1	10	-3	-4	1.2	-6	-17	-13	32	9
CC1CCCC(NC(=O)C2CCN(S(=O)(=O)c3cnc[nH]3)CC2)C1C (stereo not given)	-7	-6	4	1	-8	-2	-18	0	18
Cc1cccc(C)c1OCc1cc(C(=O)N2CCN(c3ccccn3)CC2)no1	13	-5	-3	0.96	-1	4	1	24	24
COc1cccc(CNc2ccc3[nH]c(=O)[nH]c3c2)c1OCc1ccccc1Cl	13	17	-4	0.84	0	16	-1	3	18
CN(Cc1ccccc1)C(=O)COC(=O)c1cncc(Br)c1	-7	1	3	1	-5	-4	-10	11	-8
C=CC[C@@H](Cc1ccc(F)cc1)C(=O)OC[C@H]1CCCN1C(=O)[C@@H](CC=C)CC(=O)N[C@@H](CO)Cc1ccccc1	8	-5	-5	1.1	-7	-6	13	7	17
COc1ccc2c(c1OC)C(=O)N(c1cccc(C)c1)C2	18	1	-3	0.99	8	1	13	22	-9
COc1ccc(CC(=O)N2CCC(n3nccc3NC(=O)C3CC3)CC2)cc1	-8	-2	0	0.91	-9	9	-18	10	-1
O=C(NCc1cccc(Br)c1)C1CC(c2ccc(C(F)(F)F)cc2)=NO1 (stereo not given)	0	0	-4	1	-7	0	-10	19	-9
CCOc1ccccc1C(=O)N1CCC(n2nnc3cc(C(F)(F)F)ccc32)CC1	-10	-1	-2	1	-4	-4	-13	9	1
O=C(CCS(=O)(=O)c1cccs1)N1CCN(c2ccc(F)cc2)CC1	-9	3	0	0.99	2	0	-7	7	11
NC(=S)N/N=C\c1c(OCc2ccccc2Cl)ccc2ccccc12	14	-5	-6	0.98	-7	2	-5	19	-8
CN1CCN(S(=O)(=O)c2cccc(S(=O)(=O)c3cccc(S(=O)(=O)N4CCN(C)CC4)c3)c2)CC1	13	2	-1	0.99	2	1	10	16	17
COc1cccc(-c2nnc(SCC(=O)N3CCCC3=O)n2-c2ccccc2)c1	24	-3	-1	1.1	-4	-5	22	3	23
Cc1cc(/C=N/NC(=O)C(O)(c2ccccc2)c2ccccc2)c(C)n1-c1ccc(C(=O)O)cc1	8	7	1	0.94	3	6	1	11	19
COC(=O)C1=C(C(=O)OC)[C@@H]2N(C)c3ccccc3[C@@]23C[C@@H](C(=O)OC)N(C(C)=O)C3=N1	14	-5	0	0.95	-5	5	3	5	16
CCn1c(SCC(=O)Nc2cc(C)on2)nc2c1c(=O)n(C)c(=O)n2C	5	0	-1	1	-2	-3	10	3	3
CC(C)C[C@H](NC(=O)OC(C)(C)C)C(=O)NCC1CCC(C(=O)N[C@@H](Cc2ccccc2)C(=O)O)CC1 (stereo not given in full)	10	1	4	0.93	-3	7	0	1	15
COc1ccc(NC(=O)c2ccc(N3CCOCC3)nc2)cc1	-2	-5	0	1	-7	0	-32	4	6
CC(C)(C)NC(=O)C1CCN(C(=O)c2ccc(Br)cc2)CC1	7	3	-3	1.1	-1	-8	3	3	11
CCCc1nnc(NC(=O)CCC(=O)NC2CCCCCC2)s1	-2	1	-3	0.96	4	4	2	0	1

Continued:
SMILES	TIM10 inh	APOBEC3A inh	MIN6 prolif	mIAP activ	APOBEC3G inh	mIAP block	hIAP inh	NLRP3 yeast inh	tim10-1 inh
O=C(NCc1ccc2c(c1)OCO2)c1cc(-c2ccccc2)on1	-6	-7	-3	1	-6	-1	-9	20	-5
CCCC(C)C(=O)Nc1ccc(S(=O)(=O)Nc2nccc(C)n2)cc1 (stereo not given)	-15	3	0	0.98	-2	2	-5	11	-9
COc1ccc([N+](=O)[O-])cc1NCc1ccccc1	9	-1	0	1	-4	-2	-15	-35	43*
Cc1nn(C(C)(C)C)c(C)c1/C=N/OC(=O)Nc1ccc(Cl)c(Cl)c1	29	-2	-6	1.4	-4	-38	10	3	35
COc1ccc(OC)c(C(=O)NC(CC(N)=O)c2ccc(N3CCN(c4ccccn4)CC3)c([N+](=O)[O-])c2)c1 (stereo not given)	-7	-3	-3	1	-10	-2	7	6	0
O=C(CN1C(=O)NC(Cc2c[nH]c3ccccc23)C1=O)NCCc1ccc(F)cc1 (stereo not given)	-3	0	-2	0.96	-4	4	11	12	-2
CC(C)COC(=O)CNc1n[nH]c(=S)[nH]c1=O	5	-4	-2	0.86	-2	14	-10	-5	1
NNC(=O)c1cc2nc(-c3cccs3)cc(C(F)(F)F)n2n1	12	1	-1	0.85	-4	15	4	8	2
COc1cccc(-c2nn(-c3ccc(F)cc3)cc2C(=O)NCC2CCCO2)c1 (stereo not given)	18	-4	2	0.89	10	11	-5	21	19
COc1ccc(C[C@H](C)NC[C@@H](O)c2ccc(O)c(NC=O)c2)cc1	10	2	-3	1.1	2	-8	0	26	16
CN(C)c1ccc(C(CNC(=O)COc2ccc(Cl)cc2)N2CCCC2)cc1 (stereo not given)	9	-9	-4	1.1	-7	-5	-2	-2	-1
O=C(O)CSCNC(=O)CC12CC3CC(CC(C3)C1)C2	1	1	3	0.95	-1	5	12	5	11
CC1CCCCC1NC(=O)c1ccc(NC2=NC3CS(=O)(=O)CC3S2)cc1 (stereo not given)	2	-1	-2	0.99	0	1	23	9	-8
COc1ccc([C@H]2CC(=O)C=C(c3cccc(Cl)c3)C2)cc1OC	-2	-2	-4	0.81	-6	19	8	18	-9
COc1cc2c(cc1OC)C(C)N(C(=O)Nc1ccc(F)cc1)CC2 (stereo not given)	-6	0	2	0.99	-1	1	-2	7	9
CCOC(=O)N1CCC(NC(=O)c2cc(C(=O)NCc3cccc(Cl)c3)ccc2CO)CC1	24	-1	0	1.1	-2	-13	-8	0	13
COC(=O)[C@H](CCSC)NC(=O)Cn1cnc2c(OCc3ccccc3)ncnc21	-5	0	-2	1.1	0	-9	2	17	-6
Cc1nc2ccc(-c3nc4cc(N)ccc4o3)cc2[nH]1	-7	4	-6	1	-2	-2	1	3	18
C=C(c1ccccc1Cl)[n+]1ccccc1	3	4	2	0.92	-1	8	20	10	9
CC(=O)Nc1ccc(OCC(O)CN2CCN(c3ccc(C)c(Cl)c3)CC2)cc1 (stereo not given)	2	-2	-1	0.99	-5	1	5	18	-13
Cc1cc2cc(CN(CCN3CCOCC3)C(=O)Nc3ccccc3F)c(=O)[nH]c2cc1C	9	1	-1	0.95	1	5	-15	18	21

A run of entries from the list above, for reference:
SMILES	TIM10 inh	APOBEC3A inh	MIN6 prolif	mIAP activ	APOBEC3G inh	mIAP block	hIAP inh	NLRP3 yeast inh	tim10-1 inh
O=C(NCc1ccc2c(c1)OCO2)c1cc(-c2ccccc2)on1	-6	-7	-3	1	-6	-1	-9	20	-5
CCCC(C)C(=O)Nc1ccc(S(=O)(=O)Nc2nccc(C)n2)cc1 (stereo not given)	-15	3	0	0.98	-2	2	-5	11	-9
